Screening results as filed in PubChem BioAssay.
TRPC6 activator: activates the mouse TRPC6 cation channel; 0.13% of 310,000 active; B-score at 10 µM; HEK293-TRPC6 membrane potential dye fluorescence; stronger effect = higher value; AID 2550;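 active = B-score of the integrated fluorescence ratio above library mean plus 3 SD, and starting fluorescence ratio within library mean plus 5 SD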;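 also: higher score means more depolarization so channel activation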
HIF act: HIF pathway transcriptional activation | U2OS HRE-luciferase reporter, luminescence; normalized: DMSO 0%, desferrioxamine 100% | activation, % at 7.5 µM (by protocol) | 0.32% of 300,000 active | AID 1910;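 active = mean activation of at least 10% of the iron chelator positive control signal, with at least half of replicates also reaching 10%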
RGS4 block: human RGS4 inhibition | HEK293 M3R/RGS4 inducible, Fluo-4 calcium flux; stronger effect = higher value; triggered by carbachol at its EC20 | B-score at 10 µM | 0.45% of 310,000 active | AID 463165;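 active = B-score, a plate-corrected calcium signal, over three deviations above library mean, with baseline fluorescence within five deviations of library mean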;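 also: RGS4 expression induced by doxycycline in cells with stable M3 receptor; B-score is computed from the integrated fluorescence ratio over baseline after carbachol; higher B-score means a larger calcium signal and so more RGS4 inhibition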
Target sequence (P49798 whole entry, looked up): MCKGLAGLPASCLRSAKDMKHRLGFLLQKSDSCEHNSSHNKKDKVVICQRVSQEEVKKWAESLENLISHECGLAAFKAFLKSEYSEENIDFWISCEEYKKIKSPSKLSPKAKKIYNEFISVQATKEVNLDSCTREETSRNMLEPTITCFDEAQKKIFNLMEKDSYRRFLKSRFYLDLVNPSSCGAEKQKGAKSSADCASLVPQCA
TRPC4 inh: TRPC4 (mouse) channel inhibition. Q9QUQ5. HEK293 TRPC4beta/mu-opioid, DAMGO-evoked Fluo4 calcium flux; stronger effect = lower value. B-score at 10 µM. 0.39% of 300,000 active. AID 2247;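 active = B-score over 3 SD under the library average, no early fluorescence shift, positive overall ratio signal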
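test system = HEK293 cells with stable TRPC4beta plus mu-opioid receptor expression | detection = Fluo4 Ca2+ flux fluorescence | read-out = integrated fluorescence ratio relative to baseline, converted to per-well B score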
MrgX1 antagonist: antagonists of human MrgX1 receptor | Q96LB2 | MRGX1-HEK293 calcium flux, Fluo-4, BAM8-22 antagonism; stronger effect = lower value | B-score at 10 µM | 1.3% of 310,000 active | AID 588676;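 active = calcium-response B-score plate-corrected more than 3 library SD below zero, starting fluorescence within 5 deviations, no agonist response on first addition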;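 also: peak minus trough fluorescence over baseline after final BAM8-22 challenge near maximal dose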
Target sequence (Q96LB2 whole entry, looked up): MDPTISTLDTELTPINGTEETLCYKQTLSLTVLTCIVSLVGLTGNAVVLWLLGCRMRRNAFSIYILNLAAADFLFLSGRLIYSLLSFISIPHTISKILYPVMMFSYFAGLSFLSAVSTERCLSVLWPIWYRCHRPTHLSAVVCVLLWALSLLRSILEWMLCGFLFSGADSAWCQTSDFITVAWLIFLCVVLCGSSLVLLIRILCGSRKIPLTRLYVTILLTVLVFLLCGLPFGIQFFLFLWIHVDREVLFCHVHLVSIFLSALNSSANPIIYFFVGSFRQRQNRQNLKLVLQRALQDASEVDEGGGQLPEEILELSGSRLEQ
MrgX1 PAM: allosterically activates human MrgX1 receptor signaling; AID 588675; B-score at 10 µM; MrgX1-HEK293, Fluo-4 calcium flux, FDSS; stronger effect = higher value; Q96LB2; 0.63% of 310,000 active;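 active = plate-corrected calcium response at least 3 library SD above typical, normal starting fluorescence, not activating the receptor alone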;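 also: compound read alongside a low EC10 to EC30 dose of BAM8-22 agonist; peak minus trough fluorescence over baseline measured at the second addition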
Platelet DG rel: modulates dense granule release in human platelets; 0.22% of 300,000 active; inhibition, %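 (compounds screened at 7.5 µM in platelet-rich plasma)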; human platelet-rich plasma, SFLLRN dense granule ATP release, luminescence;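 active = mean replicate score, as percent of positive control, at or above 50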
RGS4 pot: RGS4 potentiation or activation. HEK293 M3R/inducible RGS4, carbachol calcium flux Fluo4; stronger effect = lower value. B-score at 10 µM. 0.92% of 310,000 active. AID 463111;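 active = B-score of the integrated calcium signal more than 4 SD below the library mean, with starting fluorescence not abnormally high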;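 also: negative B-score means reduced calcium response which marks RGS4 activation or potentiation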
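System: HEK293 FlpIn-TREx cells, stable M3R, doxycycline-inducible RGS4. Timing: overnight RGS4 induction, 30 min dye load 37 °C, 20 min compound RT. Also added: carbachol, ECmax concentration. Measured by: Fluo4 fluorescence kinetic imaging of calcium. Evaluation: integrated calcium ratio converted to B score.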
SKKanGAS inh: blocks kanamycin growth of S. pyogenes SKKanGAS strain; BacTiter-Glo, 6 h; inhibition, % at 7.5 µM; AID 1662; 1.3% of 300,000 active;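 active = mean replicate score, as percent of positive control median, at least 50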;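 also: strain carries kanamycin resistance gene driven by streptokinase promoter and grows in 40 µg/ml kanamycin; loss of luminescence reflects streptokinase promoter inhibition or plain growth inhibition; 0% = median of DMSO wells and 100% = positive control at its reference dose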
MrgX1 agonist: agonists of human MrgX1 receptor. MrgX1-HEK293 cells, Fluo-4 calcium fluorescence, agonist mode; stronger effect = higher value. B-score at 10 µM. 0.44% of 310,000 active;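 active = calcium response B-score plate-corrected fluorescence ratio at least 3 library SD, with starting fluorescence B-score inside 5 SD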
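System: HEK293 cells stably expressing human MrgX1 receptor; Dosing: test compound in the initial addition of three; Schedule: overnight plating, then 30 min 37 °C plus 30 min room-temperature dye loading; Detection: kinetic calcium dye fluorescence, Fluo-4 NW; Controls: per-plate positive and negative controls for Z′ factor.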
TRPC6 inh: inhibitors of mouse TRPC6 channel; Q61143; HEK293-TRPC6, membrane potential dye, ACh-evoked depolarization; stronger effect = lower value; B-score at 10 µM; 1.1% of 310,000 active;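 active = B-score under library mean minus 3 SD, initial fluorescence not abnormally high, positive integrated signal ratio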;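 also: B-score derived from integrated fluorescence ratio over the kinetic read; more negative B-score means stronger inhibition of depolarization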
* = called active by the depositor; i = inactive; / = not tested or not shown. Rows were taken by chance. Share with any hit: about 6.1%.

# | smiles | TRPC6 activator | HIF act | RGS4 block | TRPC4 inh | MrgX1 antagonist | MrgX1 PAM | Platelet DG rel | RGS4 pot | SKKanGAS inh | MrgX1 agonist | TRPC6 inh
1 | O=C(Nc1cccc(Cl)c1)N1CCN(Cc2ccccc2)CC1 | i | 3.1 | i | i | i | i | -12 | i | 1 | i | i
2 | Cc1[nH]c2ccccc2c1/C=N/NC(=O)c1cccc(F)c1 | i | 1.5 | i | i | i | i | -11 | i | -5 | i | i
3 | O=C(CCn1c(=S)[nH]c2ccccc2c1=O)Nc1cccc(Cl)c1 | i | -0.3 | i | i | i | i | 2 | i | 0 | i | i
4 | CCOC(=O)C1CCN(C(=O)Cn2nc(C)c3c(C)n(-c4ccccc4)nc3c2=O)CC1 | i | -0.6 | i | i | i | i | 0 | i | 1 | i | i
5 | Cc1cc(C)c2c(c1)-c1cc(C)nn1C(c1ccc3c(c1)OCO3)N2 (configuration not stated) | i | 0.3 | i | i | i | i | -2 | i | -11 | i | i
6 | CC(CC(=O)O)CC1=NS(=O)(=O)c2ccccc2N1 (configuration not stated) | i | -0.4 | i | i | i | i | -1 | i | -2 | i | i
7 | O=C(NC(=S)Nc1cccc(Cl)c1Cl)C1CC1 | i | 0.2 | i | i | i | i | 2 | i | 6 | i | i
8 | CCSc1nnc(Cn2c(=O)sc3ccccc32)n1C | i | 0.1 | i | i | i | i | 8 | i | -3 | i | i
9 | Cc1nc2ccc(-c3nc4ccccc4o3)cc2[nH]1 | i | 1.1 | i | i | i | i | 11 | i | -5 | i | i
10 | O=C(Cn1cc(C(F)(F)F)cc(Cl)c1=O)NCc1ccc(Cl)cc1 | i | 0.1 | i | i | i | i | -3 | i | -2 | i | i
11 | Cc1cc([N+](=O)[O-])nn1CC(=O)Nc1sc2c(c1C(N)=O)CCCC2 | i | -0.5 | i | i | i | i | 5 | i | 16 | i | i
12 | CCOC(=O)C(=O)Nc1ccc(Oc2ccccc2)cc1 | i | 0.0 | i | i | i | i | 0 | i | 3 | i | i
13 | CC(C)Cc1ccc(CN2CCCC(NC(=O)CCN3CCCO3)C2)cc1 (configuration not stated) | i | 0.3 | i | i | i | i | -4 | i | 44 | i | i
14 | Cc1ccc2[nH]c(=O)c(CN(CCc3ccccc3)C(c3nnnn3Cc3ccco3)C(C)C)cc2c1 (configuration not stated) | i | -0.4 | i | i | i | i | 1 | i | 21 | i | i
15 | COc1ccc(-n2c(=S)[nH]c3cc(C(=O)NCc4ccccc4OC)ccc3c2=O)c(OC)c1 | i | -0.6 | i | i | i | i | 16 | i | 10 | i | i
16 | CC(C)CN1CCN(Cc2ccc3ncccc3c2)CC1CCO (configuration not stated) | i | -0.4 | i | i | i | i | 4 | i | 0 | i | i
17 | NC(=O)NC(CC(=O)OCC(=O)NC(=O)NCc1ccco1)c1ccc(Cl)cc1 (configuration not stated) | i | -0.1 | i | i | i | i | 7 | i | 5 | i | i
18 | Cc1ccn(C(=O)c2cc3cc(Cl)ccc3oc2=O)n1 | i | -0.3 | i | i | i | i | 1 | i | -2 | i | i
19 | CC(=O)Nc1ccc(NC(=O)c2cc(-n3cnnc3)ccc2Cl)cc1 | i | -0.1 | i | i | i | i | 6 | i | -2 | i | i
20 | COCCNC(=O)c1c(N)sc2c1CCCC2 | i | 3.1 | i | i | i | i | 1 | i | 2 | i | i
21 | CCn1cc(C(=O)N2CCN(C(=O)c3ccco3)CC2)c2cc(OC)c(OC)cc2c1=O | i | -37 | i | i | i | i | -4 | i | 0 | i | i
22 | O=C(c1ccc(Cl)cc1)N1CCc2ccccc21 | i | 3.6 | i | i | i | i | -11 | i | -11 | i | i
23 | N#Cc1ccsc1NC(=O)CSc1ncnc2ccccc12 | i | 0.3 | i | i | i | i | 9 | i | 5 | i | i
24 | Cc1ccc(Sc2cc(C(=O)NCCCN(C)C)c3ccccc3n2)cc1 | i | -17 | i | i | i | i | -4 | i | 4 | i | i
25 | O=C(Nc1nc2cc3c(cc2s1)OCCO3)c1cccs1 | i | -2.3 | i | i | i | i | 31 | i | 22 | i | i
26 | COc1cc2nc(NC(=O)c3ccco3)sc(=O)c2cc1OC | i | -0.1 | i | i | i | i | -8 | i | 13 | i | i
27 | COc1ccc(C(C)=O)cc1CSc1nnc(SCc2cc(C(C)=O)ccc2OC)s1 | i | -0.5 | i | i | i | i | -22 | i | 3 | i | i
28 | CN1/C(=C\C(=O)CN2C(=O)NC3(CCCCCC3)C2=O)C(C)(C)c2ccccc21 | i | -0.1 | i | i | i | i | 3 | i | 4 | i | i
29 | COc1ccccc1OCC(=O)Nc1ccc(S(=O)(=O)Nc2nccs2)cc1 | i | 0.2 | i | i | i | i | -7 | i | 3 | i | i
30 | CCCCNC(=S)N1CCC(Cc2ccccc2)CC1 | i | -0.9 | i | i | i | i | 1 | i | 1 | i | i
31 | Cc1ccc(C(=O)COC(=O)c2ccc(-c3cnc4ccccc4n3)cc2)cc1C | i | 1.5 | i | i | i | i | 19 | i | 10 | i | i
32 | CCCOc1ccc2ccccc2c1/C=N/n1c(C)nnc1-n1nc(C)cc1C | i | 1.3 | i | i | i | i | 20 | i | 6 | i | i
33 | Cc1ccc(CCCNC(=O)C2CCC(=O)N(Cc3cccc(F)c3)C2)cc1 (configuration not stated) | i | 0.6 | i | i | i | i | -1 | i | -4 | i | i
34 | CCN1C(=O)[C@@H]2[C@@H](c3ccc(-c4ccccc4)cc3)N3CCCC[C@@]3(C(=O)OC)[C@@H]2C1=O | i | -0.2 | i | i | i | i | 2 | i | 0 | i | i
35 | CCc1ccc(N2CN(Cc3cccnc3)CNC2=S)cc1 | i | -0.3 | i | i | i | i | 13 | i | 7 | i | i
36 | Cc1cccc(Cn2ccc(-c3ccc(Cl)cc3)c(C#N)c2=O)c1 | i | / | i | i | i | i | / | i | 3 | i | i
37 | COCCNC(=O)C(c1ccco1)N(C(=O)Cn1nnc2ccccc21)c1ccccc1C (configuration not stated) | i | 0.0 | i | i | i | i | / | i | 3 | i | i
38 | COc1cc(/C=N/NC(=O)CC2(C)OCCO2)cc(Br)c1O | i | 0.6 | i | i | i | i | 1 | i | -4 | i | i
39 | O=C(COC(=O)CCc1ccc(S(=O)(=O)N2CCOCC2)cc1)Nc1ccc(Cl)cn1 | i | -0.1 | i | i | i | i | -2 | i | -6 | i | i
40 | O=C(CN1CCN(S(=O)(=O)c2ccccc2)CC1)Nc1ccc2c(c1)CCC2 | i | 0.0 | i | i | i | i | -1 | i | -21 | i | i
41 | COc1ccc(CNS(=O)(=O)c2ccc3c(c2)C(C)(C)C(=O)N3C)cc1 | i | -0.3 | i | i | i | i | -8 | i | -5 | i | i
42 | Clc1ccc(OCc2nc(-c3ccncc3)no2)c(Cl)c1 | i | -0.5 | i | i | i | i | -3 | i | -1 | i | i
43 | CC(C)(C)C(=O)NC(=S)Nc1ccccc1N1CCCC1 | i | -0.1 | i | i | i | i | 2 | i | -2 | i | i
44 | Cc1ccc2cc3c(N)[nH]nc3nc2c1 | i | 0.2 | i | i | i | i | 4 | i | 8 | i | i
45 | CCOc1cc(/C=C2\C(=N)N3N=CSC3=NC2=O)ccc1OS(=O)(=O)c1ccccc1 | i | -0.7 | i | -6* | i | i | 12 | i | 14 | 57* | i
46 | CC(C)Cc1nc2sc3c(SCC(N)=O)ncnc3c2c2c1CCC2 | i | / | i | i | i | i | / | i | 10 | i | i
47 | O=C(O)c1ccc(OCCN2CCCC2=O)cc1 | i | -31 | i | i | i | i | -5 | i | 0 | i | i
48 | COc1ccc(CC(=O)N2CCN=C2SC)cc1OC | i | 0.1 | i | i | i | i | 6 | i | 2 | i | i
49 | CC(=O)NC(Cc1ccccc1F)C(=O)NC1CCN(C(=O)NCc2ccccc2)CC1 (configuration not stated) | i | 0.2 | i | i | i | i | -15 | i | 0 | i | i
50 | CN(C)S(=O)(=O)c1ccc2c(c1)C(=NO)c1cc(S(=O)(=O)N(C)C)ccc1-2 | i | -1.1 | i | i | i | i | 1 | i | -1 | i | i
51 | CC(SCc1ccccc1)C(=O)Nc1ccccc1-c1ccccc1 (configuration not stated) | i | -0.1 | i | i | i | 12* | 3 | i | 1 | i | i
52 | O=c1[nH]cnc2ccc([N+](=O)[O-])cc12 | i | 0.0 | i | i | i | i | -2 | i | -2 | i | i
53 | Cc1sc2ncnc(OCC(=O)N3CCN(S(=O)(=O)c4ccc(Cl)cc4)CC3)c2c1C | i | 0.1 | i | i | i | i | 1 | i | 6 | i | i
54 | CCc1ccc2oc(-c3cc(N)ccc3Cl)nc2c1 | i | 1.2 | i | i | i | i | 3 | i | 3 | i | i
55 | COc1ccc(CC(=O)N[C@@H](C)C(=O)N2CCC3(CC2)NCCc2[nH]cnc23)cc1 | i | -0.3 | i | i | i | i | 3 | i | -5 | i | i
56 | O=C(NCc1ccc(F)cc1)c1ccc(Cl)c(NC2=NC3CS(=O)(=O)CC3S2)c1 (configuration not stated) | i | 0.4 | i | i | i | i | -3 | i | -3 | i | i
57 | Cc1ccc(S(=O)(=O)NCc2nnc(SCC(=O)Nc3cccc(C)c3C)n2C)cc1 | i | -0.3 | i | i | i | i | 5 | i | 4 | i | i
58 | COC(=O)c1cc(N=CC2=C(O)CC(C)(C)CC2=O)cc(C(=O)OC)c1 | i | 0.3 | i | i | i | i | 4 | i | 0 | i | i
59 | CC(=O)Nn1c(C)nnc1-n1nc(C)cc1C | i | -0.1 | i | i | i | i | -1 | i | -4 | i | i
60 | O=C(NCCN1CCN(c2ccccc2)CC1)C1CCCN(S(=O)(=O)c2cnc[nH]2)C1 (configuration not stated) | i | / | i | i | i | i | -4 | i | 2 | i | i
61 | CCOC(=O)C1=C(C)NC(C)=C(C(=O)OCC)C1C(=O)OCC(=O)N1CCCCC1CC (configuration not stated) | i | -0.7 | i | i | i | i | -2 | i | -5 | i | i

Taken from above.
Under HIF act, COc1cc(/C=N/NC(=O)CC2(C)OCCO2)cc(Br)c1O has 0.6
Under SKKanGAS inh, N#Cc1ccsc1NC(=O)CSc1ncnc2ccccc12 has 5
